# ABHD5 PLIN5 PPI = ABHD5-PLIN5 interaction inhibitors, primary screen, cell lysate, split luciferase complementation, luminescence. Perilipin-5 (Homo sapiens) + 1-acylglycerol-3-phosphate O-acyltransferase ABHD5 (Homo …. Split G. princeps luciferase complementation, 4 h. inhibition, % at 4 µM. actives 0.78% (n = 360,000). AID 602281, 2012;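 active = inhibition above the mean inhibition across every tested compound plus 3 SD, cut at about 22% in these data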;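 also: 0% = DMSO only wells and the 100% control is not disclosed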
# SRC3 inh = SRC3 coactivator transcriptional activity inhibitors, primary screen, cell-based, luminescence. Nuclear receptor coactivator 3 (Homo sapiens), Q9Y6Q9. HEK293 GAL4-SRC3 luciferase reporter. inhibition, % at 3.6 µM. actives 0.17% (n = 360,000). AID 588352, 2011;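 active = inhibition above a per-campaign cutoff, the mean of all compounds plus 3 SD, cut at about 60% in these data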;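 also: 0% = DMSO-treated cells and 100% = gossypol-treated cells at 36 µM; higher means less SRC3-driven luciferase light from the GAL4 reporter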
# SRC2 inh = inhibition of GAL4-SRC2 driven luciferase reporter, primary screen, SRC2 inhibitor project, cell-based, luminescence. inhibition, % at 9 µM. actives 0.17% (n = 370,000). AID 651957, 2012. HEK293 GAL4-SRC2 luciferase reporter. Nuclear receptor coactivator 2 (Homo sapiens), Q15596;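 active = inhibition above the mean inhibition of all tested compounds plus 3 SD, set per campaign, cut at about 52% in these data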;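 also: 0% = DMSO treated cells and 100% = cells given Gossypol at 36 µM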
# NR2F2 inh = NR2F2 transcriptional activity inhibitors, primary screen, cell-based, luciferase reporter, HEK293T, luminescence | COUP transcription factor 2 (Homo sapiens), P24468 | HEK293T NGFI-A luciferase reporter | inhibition, % at 8.6 µM | actives 0.7% (n = 370,000) | AID 686940, 2013;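 active = inhibition above a per-plate cutoff, mean inhibition of test wells between control levels plus 3 SD, cut at about 38% in these data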;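 also: cells cotransfected with COUP-TFII expression vector driving the NGFI-A reporter; 0% = median of COUP-TF2 test wells and 100% = reporter-only cells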
# NOD2 RIPK2 PPI = NOD2-RIPK2 binding disruptors in cells, primary screen, fluorescence, CHO cells, BLA complementation; inhibition, % at 4.98 µM; AID 624267, 2012; Receptor-interacting serine/threonine-protein kinase 2 (Homo sapiens), O43353; CCF4 ratio; actives 0.38% (n = 360,000); in the data active = inhibition above about 21%;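 also: 0% = vehicle only and 100% = reference blocker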
# EBV LMP1 NFkB = EBV LMP1-driven NF-kappaB luciferase reporter inhibitors, primary screen, cell-based, luminescence, single point; LMP1-induced NF-kappaB luciferase reporter cells; inhibition, % at 12.5 µM; actives 0.69% (n = 350,000); AID 504558, 2011; in the data active = inhibition above about 41%;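 also: 0% = neutral control wells and 100% = reference inhibitor control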
# MC4R antagonist = MC4R antagonists of cAMP signaling, primary screen, cell-based, TR-FRET, antagonist arm of biased-ligand search. Melanocortin receptor 4 (Homo sapiens), P32245. MC4R-expressing cells, MTII-stimulated cAMP, LANCE TR-FRET. inhibition, % at 6.5 µM. actives 0.48% (n = 360,000). AID 540295, 2011;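 active = inhibition above its plate's cutoff, the mean of tested wells on that plate plus 3 SD, cut at about 29% in these data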;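 also: 0% = Melanotan II alone and 100% = Melanotan II plus saturating MCL0020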
#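 material = U2OS cells stably expressing human melanocortin 4 receptor (MC4R) | also added = Melanotan II challenge | dosing = single nominal compound dose of 6.5 µM | detection = TR-FRET with Eu-cAMP and labeled anti-cAMP, 671 nm | replication = singlicate | timing = compound 30 min, challenge 1 h, detection 1 h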
# NCOA1 inh = SRC1 coactivator transcriptional activity inhibitors, primary screen, cell-based, luminescence | Nuclear receptor coactivator 1 (Homo sapiens), Q15788 | HEK293 GAL4-SRC1 luciferase reporter | inhibition, % at 3.6 µM | actives 0.12% (n = 360,000);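 active = inhibition above the campaign mean plus 3 SD, with each screening campaign given its own cutoff, cut at about 60% in these data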;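 also: 0% = DMSO treated cells and 100% = gossypol at 36 µM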
# TLR9-MyD88 block = inhibitors of TLR9-MyD88 association in cells, primary screen, cell-based, CHO, BLA complementation, fluorescence | CCF4 FRET ratio | inhibition, % at 4.98 µM | actives 0.21% (n = 340,000);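 active = inhibition above the mean over all tested compounds plus 3 SD, cut at about 21% in these data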;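 also: 0% = DMSO only wells and 100% = clavulanate BLA inhibitor control wells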
# MC4R ag barr = MC4R agonists recruiting beta-arrestin, primary screen, cell-based, luminescence, agonist arm of biased-ligand search. Melanocortin receptor 4 (Homo sapiens), P32245. U2OS MC4R beta-arrestin complementation; percent of melanotan II response, DMSO zero. activation, % at 8.9 µM. actives 0.98% (n = 360,000). AID 540308, 2011;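 active = activation above a per-plate cutoff, the mean activation of sample wells on that plate plus 3 SD, cut at about 8% in these data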
# NR5A2 inv ag = LRH-1 (NR5A2) inverse agonists, primary screen, cell-based, luminescence, HEK293T, StAR-luciferase reporter | LRH-1 transfected, 24 h | inhibition, % at 3.6 µM | actives 0.13% (n = 360,000);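 active = inhibition above the mean inhibition of all tested compounds plus 3 SD, cut at about 73% in these data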;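 also: 0% = DMSO wells and 100% = reporter-only cells lacking LRH-1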
# * marks the source's active call; other numbers are inactive results; / = no result given. Not all compounds are listed, so the mix of outcomes need not match the whole.
SMILES,ABHD5 PLIN5 PPI,SRC3 inh,SRC2 inh,NR2F2 inh,NOD2 RIPK2 PPI,EBV LMP1 NFkB,MC4R antagonist,NCOA1 inh,TLR9-MyD88 block,MC4R ag barr,NR5A2 inv ag
O=C(N/N=C\c1cc(Br)ccc1O)c1ccc(S(=O)(=O)N2CCCCC2)cc1,-6,36,-11,-5,4,15,10,11,16,1.2,-2
COc1ccc(OC)c(CNS(=O)(=O)c2cc(CN3C(=O)c4cccnc4C3=O)ccc2OC)c1,-7,5,2,8,10,-2,2,-6,2,-3.5,-2
O=C(/C=C/c1ccccc1F)c1ccoc1,31*,-8,-2,1,-11,0,11,-45,5,0.6,-17
CCN(CC)CCN1C(=O)C(=O)/C(=C(/O)c2c(C)[nH]c(C(=O)OC)c2C)C1c1ccco1 (stereo not given),5,6,-4,8,3,-10,3,-18,-5,-1.6,-4
COc1ccc(CC(=O)N2CCC(CCC(=O)Nc3ccccc3)CC2)cc1,3,1,-16,11,-2,2,4,-14,-2,-1.1,9
CCc1nc(SCC(=O)Nc2cc(OC)ccc2OC)c2c(C)c(C)sc2n1,-3,-1,2,-4,-12,-11,21,-12,5,-2.7,-12
Cc1ccc(/C=C/C(=O)NC2=NCCS2)cc1,-8,-84,-37,-51,-16,-11,-3,-110,4,-1.3,-192
Cc1ccc(Cc2nnc(SCC(=O)Nc3ccccc3C)[nH]c2=O)cc1,20,-4,-6,1,-13,0,8,18,4,-0.7,4
CCn1c(=NC(=O)CN2C(=O)CCC2=O)sc2c(C)cc(C)cc21,3,-1,5,-15,8,30,-1,-17,-4,0.1,-7
CCN(CC1CCCN(CCc2cccc(OC)c2)C1)C(=O)c1ccoc1 (stereo not given),3,11,-6,3,0,8,9,2,-2,-4.6,4
Cc1ccc(Cc2nc(-c3cccc(C)c3)no2)cc1,1,-55,-12,-7,1,-33,11,-85,4,0.3,-50
Cc1csc(NC(=O)c2cc(C)oc2C)n1,-2,-51,-12,-39,-4,-18,-5,-63,4,-1.5,-43
COc1ccc(C2CCN(Cc3cccnc3)CC2O)cc1 (stereo not given),1,15,-22,-5,5,-10,10,2,2,1.6,10
Cc1ccc(-c2csc(N3CCC[C@@H]3C(=O)NCCn3c(C(F)(F)F)nc4ccccc43)n2)cc1,-8,2,13,6,-14,0,3,1,4,0.3,14
COc1cc2c(cc1NC(=O)CN1CCN(S(=O)(=O)c3ccc(C)cc3)CC1)oc1ccccc12,17,24,-15,-7,-11,-5,0,10,-7,-0.5,21
CC1CN(C(=O)COC(=O)c2cc(=O)c3ccccc3o2)CC(C)O1 (stereo not given),-1,4,-5,0,-4,-5,5,-2,-11,1.4,-22
CCNC(=O)N1C[C@H]2CON(C)[C@H]2C[C@H]1c1ccccc1Br,0,-4,-7,-19,7,3,-7,-1,-10,0.0,5
Oc1ccc(C[C@@H]2CNC(=S)N2CCc2cc(C(F)(F)F)cc(C(F)(F)F)c2)cc1,-7,3,-8,-18,-4,2,7,-7,8,3.5,-1
Cc1c(-n2c(CN3C(=O)c4ccccc4C3=O)nc3ccccc3c2=O)c(=O)n(-c2ccccc2)n1C,0,-2,-8,-8,-6,6,6,-52,-8,0.3,-21
COc1ccc(CCN(C)C2CCCN(S(=O)(=O)c3ccc(C)cc3)C2)cc1OC (stereo not given),6,3,-4,-5,-1,-3,3,4,-6,-1.5,5
Cc1cc(=O)[nH]c(SCC(=O)NC2CCCc3ccccc32)n1 (stereo not given),-1,11,17,-1,0,2,19,-21,1,2.7,1
Cc1ccc(-c2cnc3cc(C)nn3c2)cc1,-5,-57,-12,-27,-8,32,-8,-88,8,-0.7,-100
CC(C)c1ccc(Nc2c([N+](=O)[O-])c(=O)n(C)c3ccccc23)cc1,-1,19,11,6,-2,-10,-1,-14,8,1.3,-12
O=C(CC1C(=O)NCCN1Cc1ccc(F)c(F)c1)NCCn1cccn1 (stereo not given),-7,2,-23,17,-4,4,1,3,-5,-3.7,9
Cc1cc(C)c2c(n1)sc1c(N3CCCCC3)ncnc12,-8,8,-11,0,8,4,17,3,/,0.7,-10
SMILES,ABHD5 PLIN5 PPI,SRC3 inh,SRC2 inh,NR2F2 inh,NOD2 RIPK2 PPI,EBV LMP1 NFkB,MC4R antagonist,NCOA1 inh,TLR9-MyD88 block,MC4R ag barr,NR5A2 inv ag
COc1ccc(/C=N/N=C2/NC(=O)CC(C(=O)O)S2)cc1 (stereo not given),3,16,6,3,-3,4,-2,-9,1,-0.6,6
COc1cccc(NC(=O)N2CCC(NC(=O)C(Cc3ccccc3OC)NC(C)=O)CC2)c1 (stereo not given),-2,7,-23,10,1,5,9,7,-2,-0.8,7
CCOC(=O)COc1c(Br)cc(C2NC(=O)NC(C)=C2C(C)=O)cc1OC (stereo not given),6,0,-27,-12,2,-2,-3,12,3,-1.1,-2
CC(=O)Nc1ccc(-n2nnnc2SCC(=O)NCc2cccs2)cc1,4,-9,-8,10,-6,-1,-4,0,4,-3.5,2
COc1ccc(NC(=O)c2cccc(S(=O)(=O)N3CCOCC3)c2)cc1,3,-10,-1,-17,-6,-15,0,-46,1,0.3,-9
COc1cccc(NC(=O)C2CCN(C(=O)NC3CCCCC3)CC2)c1,0,10,-7,9,-15,3,-4,2,1,-1.9,-10
O=C(NN1C(=O)C2CCCCC2C1=O)c1ccco1 (stereo not given),-7,-2,-32,-3,-6,-3,4,-5,-6,-0.7,1
CCCSc1cc(N)cc([N+](=O)[O-])c1,3,3,-13,9,3,10,-5,4,4,-0.2,4
O=C(CCc1ccccc1)NCCCN1CCOCC1,0,3,-7,-10,-2,-5,4,2,-4,3.4,5
CCCC1=C(C(=O)OCC)C(c2ccc(F)cc2)n2ncnc2N1 (stereo not given),-3,5,-2,5,2,-10,8,5,6,-1.1,7
O=C(COC(=O)COc1ccc(Cl)cc1Br)NC1CCCC1,1,-2,-40,-2,-3,-16,3,-11,12,-0.7,5
COCCNC(=S)Nc1ccc2nc(N3CCN(C)CC3)cc(C)c2c1,1,-8,-1,3,-13,/,-6,-2,6,-1.5,-2
O=C(NC1CCCCC1)c1ccc(Cn2cc(Cl)cn2)cc1,-2,6,-1,-1,-5,7,3,-2,11,-0.1,-8
CSc1ccc(Cn2nnc(C(=O)Nc3ccc(C)c(C)c3)c2N)cc1,-2,-23,-30,-11,-4,-5,-9,-32,6,-0.8,0
CCOC1=C2CN(S(=O)(=O)c3ccc(C)cc3)[C@H](c3ccccc3)C[C@@H]2N(S(=O)(=O)c2ccc(C)cc2)[C@H](c2ccccc2)C1,0,9,11,21,4,/,/,3,/,/,-10
Cn1c(CO)nc2cc(N)ccc21,-4,7,-7,7,-2,1,-3,0,-1,-0.1,19
CCSc1nnc2ccc(-c3cccs3)nn12,4,7,-14,-4,-4,-4,0,-7,-8,0.1,28
CCC(C)[C@H](NC(=O)Nc1ccccc1F)C(=O)OC (stereo not given in full),-7,-30,16,-14,0,3,5,2,-4,-2.9,1
CC(C)(C)c1cc(NC(=O)COC(=O)c2ccc(O)cc2O)n(-c2ccccc2)n1,-3,-3,12,5,6,-5,0,14,-5,-3.4,12
Cc1nnc(SCC(=O)Nc2ccc(S(N)(=O)=O)cc2)n(N)c1=O,4,-14,-2,23,-7,3,0,-26,-22,0.8,-2
COc1ccc(CN2CCCC(CO)(Cc3ccc(F)cc3F)C2)cc1 (stereo not given),-7,7,4,19,6,8,17,-3,2,1.8,4
C=CCN=C1S/C(=C/c2cccc([N+](=O)[O-])c2)C(=O)N1CC=C,7,10,-44,5,-16,2,4,2,-4,1.4,29
COc1ccc(-c2cc(C(=O)OCC(=O)NC(C)(C)C)c3ccccc3n2)cc1,-6,-10,/,/,2,5,0,1,5,1.3,3
CC(C)O/N=C1\C(=O)N(c2ccccc2)c2ccccc21,3,6,-15,8,-23,9,-3,-2,2,1.2,-11
CO/C=C\C=C/c1nnn(-c2ccc(Cl)cc2)n1,9,-68,-36,-11,0,-5,24,-49,-8,1.7,-171
SMILES,ABHD5 PLIN5 PPI,SRC3 inh,SRC2 inh,NR2F2 inh,NOD2 RIPK2 PPI,EBV LMP1 NFkB,MC4R antagonist,NCOA1 inh,TLR9-MyD88 block,MC4R ag barr,NR5A2 inv ag
COc1cccc(C2CC(c3cccc(NS(C)(=O)=O)c3)=NN2C(=O)c2ccccc2)c1OC (stereo not given),1,13,7,-7,5,-11,14,10,3,-1.4,8
Cc1ccc(SCC(=O)OCC(=O)N2CCN(C(=O)c3ccco3)CC2)c(C)c1,-8,7,23,-3,-4,-7,17,3,-8,-2.9,8
Cc1ccc(OCC(=O)Nc2ccccc2N2CCCC2)c(C)c1,-12,3,5,5,5,-11,11,-20,-1,1.1,-21
CCOc1ccccc1NC(=O)Cn1c(=O)oc2ccccc21,2,9,3,-3,-6,-4,1,7,-3,-0.8,5
Cc1ccc2c(c1)CCCN2C(=O)CSc1ccccc1,-2,15,-18,-29,-7,-6,6,-16,-7,-2.3,1
O=C(C=Cc1ccccc1F)c1ccccc1,69*,-3,-14,6,3,/,/,-23,/,/,-9
O=[N+]([O-])c1cc(Br)c2c(c1)CCN2,-5,-7,-2,10,-8,-3,5,-54,-10,-1.3,-3
Cc1cc(C)cc(Oc2coc3cc(O)ccc3c2=O)c1,-15,-23,1,-3,-2,6,8,-3,8,-0.8,-11
COc1cccc(C2=Cc3ccc(F)cc3C(CC(C)=O)N2c2ccc(C#CC3(O)CCCCC3)cc2)c1 (stereo not given),-10,/,29,9,2,/,/,/,/,/,-10
Cc1nnc(SCc2cc(=O)[nH]c(N3CCN(C)CC3)n2)s1,4,6,0,2,-12,-30,3,0,-4,-3.2,1
CCCCNC(=O)C1C2C=CC3(CN(Cc4ccccc4Cl)C(=O)C13)O2 (stereo not given),-1,-7,4,3,-7,-2,8,6,1,1.1,6

# From PubChem BioAssay
